IL-2 act – qHTS of IL-2 Activators | AID 652025, 2013 | IL-2 activation reporter assay, cell-based qHTS; stimulated with anti-CD3/CD4/CD28 beads; in transgenic mouse T cells | 360,000 compounds, 0.065% hits | activation, % (series mostly up to about 46 µM); in the data active = activation above about 50%; inconclusive = mostly about 30% to 49%; note: 0% is about no effect
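Unstimulated transgenic mouse T cells preincubated 60 min with compound, then stimulated with anti-CD3/anti-CD4-coated beads plus anti-CD28 for 18 h at 37 degrees C. IL-2 response read as EGFP and DsRed fluorescence by plate cytometry.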
WRN helicase inh – qHTS for Inhibitors of WRN Helicase. Potency, µM (series often up to 114 µM), inactives show at the top dose activity change, negative = inhibition, usual class: inhibitors. Bifunctional 3'-5' exonuclease/ATP-dependent helicase WRN (Homo sapiens), Q14191. 360,000 compounds, 0.46% hits. WRN helicase unwinding, fluorescent forked duplex, kinetic; note: potency is the fitted concentration of half-maximal effect; % is set by controls: 0 for no effect and ±100 for the full control effect; nearly all actives have a fitted effect of over 55% in size
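Kinetic red-fluorescence monitoring (525/598 nm) tracks WRN helicase activity after 100 nM fluorophore-quencher forked duplex and 2 mM ATP are added to 20 nM enzyme pretreated 15 min at room temperature with compound.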
EPAC1 ag – qHTS for Agonist of cAMP-regulated guanine nucleotide exchange factor 3 (EPAC1): primary screen; Rap guanine nucleotide exchange factor 3 (Homo sapiens), O95398; EPAC1 agonist qHTS, biochemical assay; response scale: 100% = response to 6.5 mM cAMP; Potency, µM (highest dose often 154 µM), for the others: at the top dose activation, usual class: activators; 360,000 compounds, 0.073% hits; note: potency is the fitted concentration of half-maximal effect; nearly all actives have a fitted effect of over 60% in size
Target sequence (O95398 whole entry, looked up): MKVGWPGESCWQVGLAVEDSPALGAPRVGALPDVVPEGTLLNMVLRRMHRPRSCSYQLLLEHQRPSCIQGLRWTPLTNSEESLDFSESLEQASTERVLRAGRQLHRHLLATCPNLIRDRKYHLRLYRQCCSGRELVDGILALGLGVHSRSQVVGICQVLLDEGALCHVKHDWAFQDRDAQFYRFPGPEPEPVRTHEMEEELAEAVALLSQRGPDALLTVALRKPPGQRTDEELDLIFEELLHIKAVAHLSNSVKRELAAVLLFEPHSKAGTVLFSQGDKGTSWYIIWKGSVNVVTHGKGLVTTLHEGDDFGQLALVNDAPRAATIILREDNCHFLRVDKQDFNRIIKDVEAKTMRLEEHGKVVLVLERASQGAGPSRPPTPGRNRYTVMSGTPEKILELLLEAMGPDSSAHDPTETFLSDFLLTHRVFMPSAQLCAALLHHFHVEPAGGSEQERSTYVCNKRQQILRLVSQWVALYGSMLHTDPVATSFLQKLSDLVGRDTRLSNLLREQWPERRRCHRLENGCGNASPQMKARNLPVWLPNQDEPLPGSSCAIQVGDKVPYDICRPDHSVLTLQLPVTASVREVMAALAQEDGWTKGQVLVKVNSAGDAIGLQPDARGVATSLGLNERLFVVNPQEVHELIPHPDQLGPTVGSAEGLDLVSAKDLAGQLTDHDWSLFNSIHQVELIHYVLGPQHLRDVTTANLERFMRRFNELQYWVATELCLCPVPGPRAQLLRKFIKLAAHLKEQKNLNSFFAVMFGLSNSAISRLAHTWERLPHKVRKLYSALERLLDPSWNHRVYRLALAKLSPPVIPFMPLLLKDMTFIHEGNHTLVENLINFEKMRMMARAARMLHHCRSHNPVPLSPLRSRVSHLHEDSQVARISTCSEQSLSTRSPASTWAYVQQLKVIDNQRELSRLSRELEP
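Read-out is the fluorescence drop as BODIPY-GDP leaves Rap1B (480 nm excitation, 540 nm emission), recorded every 5 minutes over 30 minutes. Reactions held 100 nM EPAC1, 250 nM Rap1B–BODIPY-GDP and 50 uM GDP, with 6.5 mM cAMP setting full activation.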
PLK1 PBD inh – qHTS for Inhibitors of PLK1-PDB (polo-like kinase 1 - polo-box domain): Primary Screen | Serine/threonine-protein kinase PLK1 (Homo sapiens), P53350 | Plk1 PBD binding of FITC phosphopeptide, fluorescence polarization | Potency, µM, for inactives: max response, negative = inhibition, hits mostly inhibitors | 360,000 compounds, 2.8% hits | AID 720504, 2013; note: potency is the fitted concentration of half-maximal effect; series mostly up to about 57 µM; % is set by controls: 0 for no effect and ±100 for the full control effect; nearly all actives have a fitted effect of over 65% in size
FUS yeast rescue – qHTS for Suppressors of FUS Proteinopathy: Primary screen using FUS-linked yeast assay; Potency, µM (series often up to 76.6 µM), for inactives: at the highest dose growth rescue (activation), usual class: activators; S. cerevisiae FUS-expressing, growth rescue, OD600, 24 h; 390,000 compounds, 0.24% hits;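 note: potency is the fitted concentration of half-maximal effect; plate controls were DMSO vehicle for no effect and reference control for full effect; nearly all actives have a fitted effect of over 55% in size; some results filed as inactive show a strong effect at the top dose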
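Read-out: OD at 600 nm after 24hr at 30C, reporting rescue of FUS-induced yeast toxicity. Cells at OD 0.005 in galactose (2%) minimal medium; compounds tested in a dilution series; CP55940 titration from 92uM final as control.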
Abeta yeast res – qHTS for compounds that reverse cellular toxicity of Amyloid beta (A-beta) peptide in yeast: Primary Screen | yeast expressing A-beta42, growth rescue, OD600, 48 h; response scale: 0% DMSO, 100% iron-clioquinol control | Potency, µM (highest dose often 46.1 µM), without a hit: at the highest dose growth rescue, actives largely listed as activators | 410,000 compounds, 0.063% hits; note: potency is the fitted concentration of half-maximal effect; nearly all actives have a fitted effect of over 55% in size
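Yeast A-beta toxicity model in growth medium with pinned compounds, 48 h at 30 C; growth read as absorbance at 600 nm. Normalized to FeCl3/clioquinol equimolar mix (positive) and DMSO (negative).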
PI5P4Ka inh – qHTS for Inhibitors of phosphatidylinositol 5-phosphate 4-kinase (PI5P4K); PI5P4Kalpha enzyme, ADP-Glo luminescence, 60 min; hits give low values; max response, %; 330,000 compounds, 1.2% hits; Phosphatidylinositol 5-phosphate 4-kinase type-2 alpha (Homo sapiens), P48426; active = max response of -50% or lower; inconclusive = between -30% and -50%; inactive = -30% or higher; note: value at the top dose of about 77 µM; % is set by controls: 0 for no effect and ±100 for the full control effect
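PI5P4Kalpha ADP-Glo assay; 5 microM ATP final; 60 min RT reaction; HEPES pH 7.4/EGTA/CHAPS, 5% DMSO; controls lacking substrate or enzyme; luminescent end-point.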
EPAC1 antagonist – qHTS for Antagonist of cAMP-regulated guanine nucleotide exchange factor 3 (EPAC1): primary screen; Potency, µM (titrated, usually from 115 µM), inactives show at the top dose activity change, negative = inhibition, hits mostly inhibitors; EPAC1 GEF assay, Rap1b-BODIPY-GDP exchange fluorescence; 360,000 compounds, 0.14% hits; AID 720709, 2013;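 note: potency is the fitted concentration of half-maximal effect; plate controls were vehicle for no effect and positive control for full effect; nearly all actives have a fitted effect of over 50% in size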
The depositor's hits bear a star; ? = inconclusive; . = not tested or not shown; & = joins results of further samples; [ ] = remark or other dose. Unless noted, calls come from the whole dose curve; as a rule, active = well fitted curve in the direction sought with a large enough effect; inconclusive = small, poorly fitted or top-dose-only effect, or another doubt; inactive = no such curve, though single readings can be large; an effect the other way counts as inactive or inconclusive. Compounds as they come. About 4.1% of those tested had a hit in this group.

Values run as follows: IL-2 act	WRN helicase inh	EPAC1 ag	PLK1 PBD inh	FUS yeast rescue	Abeta yeast res	PI5P4Ka inh	EPAC1 antagonist
#1 Cc1ccccc1C(=O)N1CCN(c2ccc(NC(=O)c3cccc(OC(C)C)c3)cc2)CC1
  0.3	12%	0%	3%	.	-4%	-3	2%
#2 NC(=O)Cn1cc(/C=N\NS(=O)(=O)c2cccc([N+](=O)[O-])c2)c2ccccc21
  -0.7	-29%	-23%	-9%	2%	1%	-5	-4%
#3 CCN(Cc1ccccc1)S(=O)(=O)c1ccc(F)cc1
  0.2	-5%	5%	-1%	4%	4%	-2	-24%
#4 O=C(Cc1ccccc1)c1c[nH]c(C(=O)NCCCN2CCOCC2)c1
  -2.0	-15%	-11%	2%	16%	-20%	2	5%
#5 O=C(Nc1ccc2c(c1)N(S(=O)(=O)c1cccs1)CCC2)c1c(F)cccc1Cl
  -3.3	-7%	9%	-1%	11%	6%	6	-3%
#6 O=C1CC(c2ccccc2)CC(O)=C1C=NCc1ccncc1 (stereo unspecified)
  -0.9	-10%	0%	-3%	0%	1%	-1	-9%
#7 Cc1oc(C)c(C(=O)NCCCC(=O)O)c1C(=O)NCCCC(=O)O
  0.6	2%	3%	-1%	-7%	7%	-4	5%
#8 O=C(Nc1ccccc1N1CCN(C(=O)c2ccc(Cl)cc2)CC1)c1ccc(Br)cc1
  -2.4	5%	11%	-8%	43%	-16%	.	1%
#9 COCCNc1cc(NCCOC)c([N+](=O)[O-])cc1[N+](=O)[O-]
  -0.6	5%	-4%	-11%	2%	-12%	-4	7%
#10 CCSc1ccc([C@@H]2[C@@H]3C(=O)N(CC)C(=O)[C@@H]3[C@]3(C(=O)OC)CCCCN23)cc1
  0.1	-5%	-14%	-7%	34%	22%	12	-29%
#11 CN(CC(=O)Nc1ccc(Cl)cc1)Cc1cc(=O)n2ccsc2n1
  -1.7	-8%	3%	30µM*	-3%	-4%	-2	-26%
#12 O=C1OC[C@@H]2CCCN2C(=O)[C@H](CC(=O)N(CCO)Cc2ccccc2)C/C=C\CC[C@@H]1Cc1ccc(F)cc1
  -1.5	-5%	-13%	-6%	?	-1%	2	-5%
#13 CC(=O)Nc1cccc(NC(=O)COc2nncc3ccccc23)c1
  -0.6	1%	2%	-8%	.	8%	1	-2%
#14 Cc1cn([C@H]2C[C@H](O)[C@@H](CNCc3ccc(-c4cc(Cl)ccc4C(F)(F)F)o3)O2)c(=O)[nH]c1=O
  -4.0	9%	-26%	-5%	-8%	-16%	-4	10%
#15 Cc1cc(NC(=O)COC(=O)C2CCN(S(=O)(=O)c3c(Cl)cccc3Cl)CC2)no1
  -0.1	5%	5%	1%	18%	24%	-5	-4%
#16 O=C(C1CCCCC1)N1CCC(n2nnc3ccccc32)CC1
  -4.3	9%	0%	-6%	4%	8%	3	-3%
#17 COc1ccc(-c2cc(C(=O)NCCN3CCOCC3)no2)cc1OC
  0.7	2%	7%	-7%	7%	6%	6	-13%
#18 O=C(c1ccco1)N1CCCC(c2nc3c(nnn3Cc3ccc(F)cc3)c(=O)[nH]2)C1 (stereo unspecified)
  3.1	-36%	8%	-8%	12%	-11%	?	-18%
#19 CCCC#Cc1ccc2c(c1)O[C@H](CN(C)S(=O)(=O)c1cccc(OC)c1)[C@H](C)CN([C@H](C)CO)S2(=O)=O
  -3.8	-4%	-6%	-2%	37%	5%	14	-17%
#20 COC(=O)c1c(SCc2cccc3ccccc23)nc(=O)[nH]c1C
  -2.8	0%	13%	-17%	26%	1%	-1	-19%

Next part
Values run as follows: IL-2 act	WRN helicase inh	EPAC1 ag	PLK1 PBD inh	FUS yeast rescue	Abeta yeast res	PI5P4Ka inh	EPAC1 antagonist
#21 COc1cccc(CNC(=O)C2CCC(CNS(=O)(=O)c3cccc4nsnc34)CC2)c1 (stereo unspecified)
  -3.2	-8%	6%	-6%	21%	-13%	-1	-20%
#22 O=C(O)c1ccc(-c2nn3c(=O)cc(N4CCNCC4)nc3s2)cc1
  0.4	.	11%	.	-11%	-13%	.	1%
#23 CC(C)Cc1nnc(NC(=O)CCC(=O)N2CCN(c3ccccc3F)CC2)s1
  -4.0	-3%	7%	-14%	18%	6%	3	-8%
#24 CCCCCCN1C[C@@H](n2cc(COC(=O)c3ccccc3)nn2)[C@H](O)C[C@@H]1c1ccc(C)cc1
  -4.0	-12%	-14%	1%	3%	23%	6	-20%
#25 COc1ccc2c(c1)C(=O)[C@@H](O)[C@H](c1ccc(OC)c(Br)c1)O2
  -0.5	11%	-17%	-3%	-13%	-2%	3	-7%
#26 CC(C)OCCCNC(=O)CCc1nc(-c2ccccc2)no1
  -1.2	15%	6%	-5%	0%	16%	3	9%
#27 O=C(CCc1n[nH]c(=O)[nH]c1=O)N/N=C/c1ccco1
  0.5	-3%[11.6 µM]	-2%	-12%	13%	0%	?	-17%
#28 COc1ccc(CN(C(=O)c2cccs2)c2nccs2)cc1OC
  -2.9	8%	3%	-2%	32%	11%	.	6%
#29 COC(=O)COc1ccc(-c2nn(C)c(=O)c3ccccc23)cc1
  -2.6	0%[57.1 µM]	4%	3%	9%	2%	-2	-2%
#30 COC(=O)C[C@H]1c2cc(C(F)(F)F)ccc2S(=O)(=O)N1C(C)(C)C
  4.8	-32%	-24%	-5%	0%	-10%	0	-11%
#31 COc1ncnc2c1N=C1CC(C)(C)CC(N)=C1S2
  1.0	-32%	-1%	-26%	20%	12%	.	-5%
#32 Cc1nc2ccc(S(=O)(=O)NCC(=O)N3CCC(N4CCCCC4)CC3)cc2s1
  2.7	4%	1%	7%&0%	10%	4%	0	15%
#33 O=C(COC(=O)c1cc2ccccc2cc1O)Nc1ccccc1F
  1.3	1%	-3%	-4%	4%	-16%	1	-17%
#34 CC(CCc1ccccc1)NC(=O)COC(=O)c1cccnc1Cl (stereo unspecified)
  -2.1	-18%	4%	1%	.	-12%	-2	17%
#35 COc1ccc(Cc2c(-c3ccc(C)cc3)nc3ccc(Cl)cn23)c(C)c1
  -0.4	-11%	-4%	-2%	11%	-8%	-3	1%
#36 Cc1cc2nc(CCN(Cc3cccnc3)C(=S)Nc3ccccc3)[nH]c2cc1C
  -2.4	-12%	-1%	-7%	9%	4%	.	0%
#37 C/C(CC(=O)NC(C)(C)C)=N\NC(=O)COc1ccc(C)cc1Br
  -2.5	7%	-1%	-4%	-2%	-21%	-4	-20%
#38 COc1ccccc1NC(=O)/C(C#N)=C/c1c(C)nn(-c2ccc(F)cc2)c1Cl
  -0.4	6%	4%	-13%	7%	-4%	0	-19%
#39 COc1ccccc1NC(=O)C(=O)c1cn(CC(=O)N2CCCC2)c2ccccc12
  -2.8	-3%	9%	1%	22%	10%	-2	-21%
#40 COc1cccc(NC(=O)CSc2nnc(-c3ccoc3C)n2C)c1
  -2.9	-1%	-3%	-1%	1%	-6%	-3	7%

Remaining list, next part.
Values run as follows: IL-2 act	WRN helicase inh	EPAC1 ag	PLK1 PBD inh	FUS yeast rescue	Abeta yeast res	PI5P4Ka inh	EPAC1 antagonist
#41 O=C(COc1ccc(-c2ccccc2)cc1)N1CCCC1
  -2.0	-7%	6%	-4%	-9%	-22%	-1	-19%
#42 Cc1c(C(=O)O)c(=O)n(-c2ccccc2)n1-c1ccccc1
  -0.1	-10%	1%	-5%	-20%	-7%	5	-3%
#43 CCOCCCNC(=O)c1ccc(CS(=O)(=O)Cc2ccccc2F)o1
  1.8	-8%	7%	-8%	20%	-11%	.	15%
#44 CC1(c2ccccc2)NC(=O)N(CC(=O)Nc2ccc(N3CCOCC3)cc2N2CCOCC2)C1=O (stereo unspecified)
  0.2	-4%	2%	0%	20%	-6%	-1	1%
#45 Fc1ccc(NC(=S)Nc2ccc(Br)cc2)cc1
  -3.6	-4%	11%	-13%	-7%	-9%	19	-27%
#46 COc1ccc(NS(=O)(=O)c2cc(N)ccc2N2CCCCC2)cc1
  1.1	-3%	7%	-7%	?	5%	-14	-3%
#47 CC1(C(=O)Nc2ccc3nc[nH]c3c2)CCN1C(=O)C/C=C/c1ccccc1 (stereo unspecified)
  0.3	2%	3%	-11%	-2%	11%	4	-9%
#48 COc1ccc(C(=O)NC2CC2)cc1OC1CCN(Cc2cnn(C)c2)CC1
  0.3	-3%	-2%	-2%	14%	8%	-6	-3%
#49 COc1ccc(Cl)cc1NC(=O)NN1CCN(C)CC1
  -2.7	14%	2%	2%	-27%	-4%	-5	1%
#50 CCOc1ccccc1NC(=O)NNS(=O)(=O)c1ccc([N+](=O)[O-])cc1
  4.3	-31%	10%	-5%	.	-2%	0	-16%
#51 CCC(=O)N1CCc2cc(OC)c(OC)cc2C1COc1ccccc1OC (stereo unspecified)
  1.6	0%	10%	-5%	15%&11%	-5%&-12%	3	16%
#52 O=C(NN1C(=O)c2ccccc2C1=O)C1CCCCC1
  0.9	-7%	4%	-3%	2%	1%	1	14%
#53 CC(C)[C@H](NC(=O)c1ccccc1)C(=O)OCC(=O)NCC1CCCO1 (stereo partly specified)
  0.4	-2%	-2%	-4%	-9%	1%	0	9%
#54 O=c1[nH]c(=O)n(C2CCCO2)cc1F (stereo unspecified)
  0.2	-4%	-12%	1%	-19%	4%	2	-7%
#55 N/C(=N\OC(=O)COc1cc(Cl)c(Cl)cc1Cl)c1ccncc1
  -1.8	5%	2%	-12%	12%	-5%	-2	13%
#56 Cc1ccc(NC(=O)CCN2C(=O)c3ccccc3C2=O)cc1
  -0.3	-21%	4%	?	22%	-4%	15	-4%
